Assay outcomes as filed in PubChem.
Tb MetRS inh: T. brucei MetRS inhibitors, primary screen, biochemical, luminescence; methionyl-tRNA synthetase (Trypanosoma brucei brucei); purified T. brucei MetRS, ATP depletion, Kinase-Glo luminescence; inhibition, % at 11.9 µM; 360,000 compounds, 0.4% hits; AID 624268, 2012;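 active = inhibition above a per-plate cutoff of the control wells' mean inhibition plus 3 SD, cut at about 5.5% in these data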;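 also: 0% = DMSO wells median and 100% = median of wells with control inhibitor compound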
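Test system – parasite MetRS enzyme · Reagent – substrates ATP, L-methionine and bulk Escherichia coli tRNA · Doses – 11.9 µM compound single dose, 0.9% DMSO · Times – 15 min enzyme-compound preincubation, 2 h reaction, 10 min detection, 25 °C · Signal – Kinase-Glo luminescence, ATP depletion format · Controls – DMSO-only wells as low control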
LMPTP inh: LMPTP phosphatase inhibitors, primary screen, biochemical, fluorescence intensity, uHTS; AID 651560, 2012; recombinant LMPTP-A, OMFP fluorogenic substrate; 360,000 compounds, 0.22% hits; Low molecular weight phosphotyrosine protein phosphatase (Homo sapiens), P24666; inhibition, % at 20 µM;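 active = compounds that cut the enzyme signal by at least half of the control window in the single-dose screen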;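 also: plate controls were DMSO wells with enzyme plus substrate for no effect and substrate without enzyme for full effect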
Target sequence (P24666 whole entry, looked up): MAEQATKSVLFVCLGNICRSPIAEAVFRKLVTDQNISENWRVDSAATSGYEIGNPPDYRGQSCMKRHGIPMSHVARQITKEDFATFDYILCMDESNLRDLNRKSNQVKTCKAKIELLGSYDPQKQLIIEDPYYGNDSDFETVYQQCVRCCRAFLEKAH
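Test system – LMPTP-A phosphatase enzyme · Quantity – 0.625 nM LMPTP-A final · Reagent – OMFP substrate, 400 µM final · Dosing – one test concentration per compound, 20 µM, with 3% DMSO overall · Timing – 50 min enzyme reaction at room temperature, protected from light · Detection – fluorescence intensity · Controls – substrate-only low control, DMSO enzyme-plus-substrate high control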
NadD block: inhibitors of S. aureus NadD, primary screen, biochemical, colorimetric, uHTS | Nicotinate-nucleotide adenylyltransferase NadD (Staphylococcus aureus N315) | purified NadD enzyme, colorimetric absorbance read-out | inhibition, % at 20 µM | 360,000 compounds, 0.78% hits | AID 602399, 2012; in the data active = inhibition above about 26%; also: some compounds past the cut are filed as inactive
MsrA inhibitor: bovine MsrA enzyme inhibitors, primary screen, biochemical, absorbance, HTS; purified bovine MsrA, absorbance read-out; inhibition, % at 15.5 µM; 360,000 compounds, 0.75% hits; AID 651718, 2012; in the data active = inhibition above about 4.5%;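 also: 0% = vehicle wells with enzyme and 100% = reference inhibitor wells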
CSN deneddyl inh: inhibitors of CSN-mediated cullin deneddylation, primary screen, biochemical, fluorescence polarization, uHTS. COP9 signalosome complex subunit 5 (Homo sapiens), Q92905. Purified CSN, SCF-Nedd8-OG deneddylation. inhibition, % at 12.5 µM. 360,000 compounds, 0.38% hits;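 active = pattern-corrected inhibition above about 35%, with an unprinted fluorescence ratio check between 0.5 and 1.5, limit read from the data, passing the limit was not always enough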;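 also: 0% = enzyme with substrate and 100% = substrate without enzyme; some results filed as inactive read as strong as hits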
Target sequence (Q92905 whole entry, looked up, one chain of several): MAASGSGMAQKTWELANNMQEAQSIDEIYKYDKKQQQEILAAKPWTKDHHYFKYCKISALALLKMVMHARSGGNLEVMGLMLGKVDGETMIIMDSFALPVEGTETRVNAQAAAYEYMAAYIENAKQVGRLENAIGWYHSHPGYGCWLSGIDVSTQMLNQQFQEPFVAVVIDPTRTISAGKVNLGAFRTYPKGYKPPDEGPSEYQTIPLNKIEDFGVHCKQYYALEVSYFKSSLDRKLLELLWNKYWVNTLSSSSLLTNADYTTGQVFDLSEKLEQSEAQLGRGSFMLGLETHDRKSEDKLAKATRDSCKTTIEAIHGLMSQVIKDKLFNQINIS
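Test system: purified human Csn5 enzyme expressed in HEK293T cells. Amount: 0.24 nM enzyme. Reagent: SCFSkp2-Nedd8OG substrate at 10 nM final. Schedule: 90 min incubation of compound, enzyme and substrate at room temperature. Detection: fluorescence polarization. Read-out: % inhibition of substrate cleavage by Csn5.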
Rpn11 block: Rpn11 (PSMD14) deubiquitinase inhibitors, primary screen, biochemical, fluorescence polarization, uHTS; 26S proteasome non-ATPase regulatory subunit 14 (Homo sapiens), O00487; human 26S proteasome, Ub4-pepOG fluorescence polarization; 20S core pre-blocked with epoxomicin; calls only at 20 µM; 360,000 compounds, 0.59% hits;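 active = inhibition at 20 µM, scaled to each plate's controls, above about 33%, limit read from the data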
DNMT1 block: human DNMT1 methyltransferase inhibitors, primary screen, biochemical, molecular beacon, fluorescence, HinP1I cleavage, uHTS | 360,000 compounds, 0.83% hits | inhibition (reported as % activation of signal), % at 10 µM | DNA (cytosine-5)-methyltransferase 1 (Homo sapiens), P26358; in the data active = inhibition above about 50%
STEP block: STEP phosphatase inhibitors, primary screen, biochemical, fluorescence intensity, uHTS; inhibition, % at 20 µM; recombinant STEP, OMFP fluorogenic substrate; Tyrosine-protein phosphatase non-receptor type 5 (Homo sapiens), P54829; 360,000 compounds, 0.25% hits; AID 588621, 2011;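 active = inhibition at 20 µM, scaled per plate between control wells, above about 37%, limit read from the data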;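 also: 0% = DMSO with enzyme and substrate and 100% = substrate only without enzyme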
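Material: STEP (striatal-enriched tyrosine phosphatase) enzyme, cell-free | Medium: 50 mM Bis-Tris pH 6.0 with 2.5 mM DTT and 0.005% Tween 20 | Read-out: Percent inhibition scaled to no-enzyme and uninhibited-enzyme controls, plate-pattern corrected | Signal: Fluorescence read at 480 nm ex / 540 nm em | Times: 20 min reaction, room temperature, in the dark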
SUMO1 PPI mod: modulators of SUMO1 protein-protein interactions, primary screen, biochemical, uHTS; 360,000 compounds, 0.33% hits; inhibition, % at 20 µM; AID 602429, 2012; Small ubiquitin-related modifier 1 (Homo sapiens), P63165; SUMO1 binding to a labelled peptide, TR-FRET, 1 h; in the data active = inhibition above about 37%
Target sequence (P63165 whole entry, looked up): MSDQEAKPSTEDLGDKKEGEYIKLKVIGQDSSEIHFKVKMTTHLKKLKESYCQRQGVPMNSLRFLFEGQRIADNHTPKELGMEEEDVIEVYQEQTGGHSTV
Scp-1 inhibitor: Scp-1 phosphatase inhibitors, primary screen, biochemical, colorimetric, uHTS; Carboxy-terminal domain RNA polymerase II polypeptide A small phosphatase 1 (Homo …; Recombinant Scp1, phosphopeptide, malachite green phosphate absorbance; inhibition, % at 20 µM; 340,000 compounds, 0.88% hits;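 active = inhibition above about 50% at 20 µM, limit read from the data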;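 also: plate controls were DMSO wells with enzyme for no effect and wells lacking enzyme for full effect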
Target sequence (Q9GZU7 76-261 limits assumed): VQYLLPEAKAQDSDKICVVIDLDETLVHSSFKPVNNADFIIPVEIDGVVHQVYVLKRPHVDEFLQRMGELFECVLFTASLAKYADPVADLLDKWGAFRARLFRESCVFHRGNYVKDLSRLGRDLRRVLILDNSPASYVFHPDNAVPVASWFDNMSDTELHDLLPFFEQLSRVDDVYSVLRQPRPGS
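Incubation: 45 min enzyme reaction at room temperature / System: truncated SCP-1 phosphatase (76-261aa) / Reagent: Phospho 17-mer peptide substrate / Buffer or medium: Acidic Tris acetate buffer with magnesium and detergent / Signal: absorbance at 630 nm / Doses: one concentration, 20 µM, with 1.0% DMSO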
* = called active by the depositor; i = inactive; . = no result given; + = active, no number.

Sample of the layout, 3 compounds:
Tb MetRS inh	LMPTP inh	NadD block	MsrA inhibitor	CSN deneddyl inh	Rpn11 block	DNMT1 block	STEP block	SUMO1 PPI mod	Scp-1 inhibitor	SMILES
-0.7	-0.5	-7	0.6	28	i	7	0	1	8	CC(C)(C)P(=O)(CO)c1ccccc1 (configuration not stated)
-0.9	-1.5	-7	-0.7	-8	i	9	-2	-1	-5	O=C(CNC(=O)COc1ccccc1)NCc1ccccc1F
-0.1	-2.5	-3	1.0	-4	i	3	-2	3	.	Nc1cc(=O)nc2cn[nH]n12

The listing (from the top)
Tb MetRS inh	LMPTP inh	NadD block	MsrA inhibitor	CSN deneddyl inh	Rpn11 block	DNMT1 block	STEP block	SUMO1 PPI mod	Scp-1 inhibitor	SMILES
-0.7	-0.5	-7	0.6	28	i	7	0	1	8	CC(C)(C)P(=O)(CO)c1ccccc1 (configuration not stated)
-0.9	-1.5	-7	-0.7	-8	i	9	-2	-1	-5	O=C(CNC(=O)COc1ccccc1)NCc1ccccc1F
-0.1	-2.5	-3	1.0	-4	i	3	-2	3	.	Nc1cc(=O)nc2cn[nH]n12
0.3	-2.5	-2	0.2	1	i	-4	1	2	-7	Cc1ccc(N/C(CSC(N)=O)=N\S(=O)(=O)c2ccc(C)cc2)cc1
-0.9	-1.7	10	-0.7	-1	i	-4	-6	1	8	Cn1c(CNC(=O)c2ccco2)nnc1SCC(=O)N1c2ccccc2Sc2ccccc21
-1.3	-2.0	.	1.6	-3	.	.	.	0	.	COC(=O)C[C@@H]1C=C[C@@H](NC(=O)c2cccnc2)[C@@H](CO)O1
-0.2	-0.8	-1	-0.2	2	i	1	-4	3	-4	COc1ccc(S(=O)(=O)N(C)CC(=O)N2CCN(C)CC2)cc1C
-0.4	-0.3	-7	-0.6	-4	i	-3	-2	1	16	CCOc1cc(C(=O)CCC(=O)OCC(=O)Nc2ccc(C)c(S(=O)(=O)N(C)C)c2)ccc1O
-0.2	-0.3	-3	-0.7	-3	i	1	2	1	-1	CCOC(=O)CCSc1nnc(-c2cccnc2)n1-c1ccccc1OC
-0.7	-0.9	-2	-0.8	-9	i	2	-8	3	-7	Cc1occc1C(=O)Nc1cc(=O)n(C)c(=O)n1C
-0.3	-2.0	-4	0.0	-1	+	-5	-3	24	0	COc1ccc(N(C)C(=O)CC2(CC(=O)O)CCCCC2)cc1
-0.3	0.7	3	-0.1	-13	i	22	-2	3	6	N#Cc1cc2c(nc1SCC(=O)Nc1sc3c(c1C#N)CCC3)CCCCC2
-0.2	-1.7	-1	0.9	-2	i	0	1	-1	.	O=C(Nc1cccc2ccccc12)c1csc(COCCO)n1
2.0	1.4	-2	-0.5	4	i	-2	-1	8	-10	COc1cc2[nH]c(=S)nc(NCc3cccnc3)c2cc1OC
3.4	-0.5	-1	-1.9	-4	i	6	-1	1	-85	CC(=O)N/C(=C\c1ccc(Cl)cc1)C(=O)O
-0.5	-0.2	-4	-1.3	-2	i	-4	0	-2	-4	COc1ccc(CNC(=O)Cn2cc([N+](=O)[O-])cn2)cc1
0.2	-1.0	-3	-0.9	1	i	-3	0	3	-6	CC(C)CCC(=O)N1CCC(N2CCC(C(=O)NCc3ccccn3)CC2)CC1
-0.2	-0.2	-1	0.8	2	i	-2	-3	2	0	COCCNc1oc(-c2ccccc2Cl)nc1S(=O)(=O)c1ccc(C)cc1
-0.7	-2.9	-2	-0.6	2	i	-6	1	0	-7	CCN1C(=O)C(CC(=O)Nc2ccc(OC)cc2)N(CCN2CCOCC2)C1=S (configuration not stated)
-0.5	-1.7	6	3.3	2	i	0	-5	-4	-2	COC(=O)c1cc(COC(=O)c2nc3nccc(C)n3n2)oc1C
-1.5	-2.3	-5	0.6	0	i	1	-4	4	3	Cc1cccc(N(C(=O)c2csnn2)C(C(=O)NC(C)(C)C)c2cccs2)c1 (configuration not stated)
-0.5	0.0	3	0.3	-1	i	2	4	1	-1	C=CCn1c(SC)nnc1-c1ccc2ncccc2c1
-1.3	4.5	8	0.1	-6	i	-5	6	-3	.	C(=C\c1ccccc1)/CN1CCN(C(c2cc3ccccc3o2)c2nnnn2-c2ccc3c(c2)OCCO3)CC1 (configuration not stated)
-0.3	1.1	-6	1.3	1	i	-3	-4	2	-7	CC(C)N(Cc1cn(C)nc1-c1cccc(Cl)c1)Cc1nccn1C
-0.5	-1.3	-1	-0.7	3	i	2	-1	0	-5	Cc1c(Cl)cccc1NC(=O)CN1CCC(NC(=O)C2CCCCC2)CC1

Three structures out of the list, arranged by length of the SMILES, lowest first.
Tb MetRS inh	LMPTP inh	NadD block	MsrA inhibitor	CSN deneddyl inh	Rpn11 block	DNMT1 block	STEP block	SUMO1 PPI mod	Scp-1 inhibitor	SMILES
-0.1	-2.5	-3	1.0	-4	i	3	-2	3	.	Nc1cc(=O)nc2cn[nH]n12
-0.3	1.1	-6	1.3	1	i	-3	-4	2	-7	CC(C)N(Cc1cn(C)nc1-c1cccc(Cl)c1)Cc1nccn1C
-0.3	0.7	3	-0.1	-13	i	22	-2	3	6	N#Cc1cc2c(nc1SCC(=O)Nc1sc3c(c1C#N)CCC3)CCCCC2

Carrying on.
Tb MetRS inh	LMPTP inh	NadD block	MsrA inhibitor	CSN deneddyl inh	Rpn11 block	DNMT1 block	STEP block	SUMO1 PPI mod	Scp-1 inhibitor	SMILES
-1.0	-1.6	6	0.1	4	i	3	-3	0	.	C[C@H](CO)N1C[C@H](C)[C@H](CN(C)S(=O)(=O)c2ccccc2F)OCc2cnnn2CCCC1=O
-0.5	-1.5	3	0.8	0	i	14	0	-1	-1	O=C(Nc1ccc(NC(=O)C2CCCCC2)nc1)c1cccc(F)c1
-1.3	-0.1	1	-0.5	-1	i	-1	-2	-1	-10	Cc1ccccc1C(=O)NC(NC(=S)Nc1ccc(S(N)(=O)=O)cc1)C(Cl)(Cl)Cl (configuration not stated)
-0.2	-0.2	-1	-0.5	3	i	-5	-1	2	-5	CCn1nnnc1-c1ccc(OC)c(S(=O)(=O)NCCc2ccccc2)c1
0.0	0.8	4	1.0	5	i	-9	-2	2	-9	CC(NC(=O)c1cc2c(s1)CS(=O)(=O)C2)c1ccccc1 (configuration not stated)
-1.0	-0.6	-5	-0.3	-3	i	0	-2	-10	-12	COC(=O)C(C)Oc1ccc(-c2nccc(-c3ccccn3)n2)cc1 (configuration not stated)
0.6	-0.8	3	2.7	-1	i	-4	-4	4	2	CN(CC(=O)Nc1ccc(Cl)cc1)CC(=O)Nc1ccc(C(N)=O)cc1
-0.1	-2.5	-4	-0.5	0	i	-2	-2	-21	-4	CC(C(N)=O)N1C(=O)c2cccc3cccc1c23 (configuration not stated)
0.1	-1.8	-4	-0.5	2	i	2	-2	0	-5	O=C(NCCN1CCOCC1)c1ccc(Cl)c(Cl)c1
-0.2	2.5	1	-0.9	3	i	-1	-2	0	7	CCCc1ccc(S(=O)(=O)N/N=C(/C)c2ccc3c(c2)OCO3)cc1
1.0	0.8	1	-0.6	-1	i	0	-1	0	-2	COCCn1nnnc1CN(CCc1ccccc1)Cc1cc2ccc(C)cc2[nH]c1=O
-0.2	-1.4	-10	1.8	1	i	1	-4	1	-10	O=C(NCCOC(=O)c1ccccc1)c1ccccc1
-0.5	-0.1	1	.	-1	i	2	3	-1	-3	CC(=O)c1cccc(-n2c(CCC(=O)O)ccc2-c2ccc(C)cc2)c1
-0.1	1.1	13	0.1	4	i	2	-2	1	-5	COc1ccc(-c2c(C#Cc3ccsc3)c3cc(-c4ccc(OC)c(F)c4)ccc3n2C)cc1
-0.6	-0.7	-13	0.4	5	i	-1	0	0	-7	Cc1ccc(S(=O)(=O)NC(=O)Nc2nc(-c3ccc(F)c(F)c3)cs2)cc1
-1.4	1.1	17	0.7	9	i	2	-2	-5	-7	CN(C)c1cccc(NC(=O)CCc2ccccc2)c1
0.2	-0.8	-4	-0.3	7	i	0	0	2	-7	COCC(=O)Nc1ccc(Br)c(C)c1
